Screens (PubChem)
MCL1-BIM inh: inhibitors of MCL1 binding to BIM-BH3, primary screen, biochemical, fluorescence polarization; Induced myeloid leukemia cell differentiation protein Mcl-1 (Homo sapiens), Q07820; GST-MCL1 / FITC-Bim-BH3 fluorescence polarization; inhibition, % at 10.9 µM; hit rate 0.68% among 320,000; AID 2057, 2009;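 active = inhibition above the mean inhibition of all tested compounds plus 3 SD, set per campaign, cut at about 40% in these data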;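 note: 0% = DMSO wells and 100% = unlabeled Bim-BH3 peptide control; higher means more loss of mP so more displacement of Bim peptide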
VLA-4 inh: inhibition in human VLA-4 binding assay, primary screen, VLA-4 allosteric modulator project, MLPCN library, flow cytometry, VLA-4 expressing cells | Integrin alpha-4 (Homo sapiens), P13612 | ligand binding flow cytometry | inhibition, % (about 7 µM as worked out from the volumes in the protocol) | hit rate 0.2% among 330,000; in the data active = inhibition above about 50%
Target sequence (P13612 whole entry, looked up): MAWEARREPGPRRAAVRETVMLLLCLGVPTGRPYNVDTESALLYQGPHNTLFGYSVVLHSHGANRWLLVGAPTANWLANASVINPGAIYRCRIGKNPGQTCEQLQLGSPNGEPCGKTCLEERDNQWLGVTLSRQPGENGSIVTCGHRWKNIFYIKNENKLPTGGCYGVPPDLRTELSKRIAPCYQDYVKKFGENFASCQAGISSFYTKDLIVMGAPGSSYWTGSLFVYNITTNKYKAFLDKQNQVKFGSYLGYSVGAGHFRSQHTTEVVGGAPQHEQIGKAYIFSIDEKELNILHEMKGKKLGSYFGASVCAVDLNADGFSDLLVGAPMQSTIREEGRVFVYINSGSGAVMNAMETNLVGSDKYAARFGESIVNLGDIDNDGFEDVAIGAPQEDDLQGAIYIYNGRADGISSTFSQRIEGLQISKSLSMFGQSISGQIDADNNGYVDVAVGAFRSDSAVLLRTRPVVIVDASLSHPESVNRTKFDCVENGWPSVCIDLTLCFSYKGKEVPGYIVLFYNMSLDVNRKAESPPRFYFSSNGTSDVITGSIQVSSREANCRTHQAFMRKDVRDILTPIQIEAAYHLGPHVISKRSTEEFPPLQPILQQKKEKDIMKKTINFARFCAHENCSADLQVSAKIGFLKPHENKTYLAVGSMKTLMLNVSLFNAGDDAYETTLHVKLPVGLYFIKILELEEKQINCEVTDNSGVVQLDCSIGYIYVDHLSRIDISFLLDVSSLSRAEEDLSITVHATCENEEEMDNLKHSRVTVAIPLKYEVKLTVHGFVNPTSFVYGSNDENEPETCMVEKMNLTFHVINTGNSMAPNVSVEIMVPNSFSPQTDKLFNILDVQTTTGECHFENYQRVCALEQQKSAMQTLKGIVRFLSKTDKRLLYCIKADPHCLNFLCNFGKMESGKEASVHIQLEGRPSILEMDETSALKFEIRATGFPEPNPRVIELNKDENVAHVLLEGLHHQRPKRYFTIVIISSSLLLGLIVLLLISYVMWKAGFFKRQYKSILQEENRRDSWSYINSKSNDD
GLD-1 RNA inh: GLD-1/TGE RNA complex disruptors, primary screen, biochemical, fluorescence polarization | purified GLD-1 + fluorescein TGE RNA | hit rate 0.44% among 320,000 | inhibition, % at 5.96 µM;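 active = percent inhibition above a per-plate cutoff, the plate mean of test compounds plus 3 SD, cut at about 30% in these data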;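 note: 0% = DMSO wells with GLD-1 and probe and 100% = wells lacking GLD-1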
Yeast superoxide: reduction of superoxide in aged yeast, primary screen, HTS; S. cerevisiae aged cells, superoxide DHE fluorescence; stronger effect = lower value; superoxide response (% of plate mean), % at 10 µM; hit rate 0.18% among 330,000; AID 2690, 2010;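 active = superoxide response under a set limit, about three screen SD below normal, cut at about 65% in these data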;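 note: yeast aged for seven days with compound at 30 °C before DHE staining; 100% = average MFI of all compound-treated wells on the plate with controls excluded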
GRK2 inh: compounds blocking aptamer binding on GRK2 – biochemical, human GRK2, bead flow cytometry, HTS, primary screen | hit rate 0.59% among 330,000 | inhibition of aptamer binding, % at 10 µM | Beta-adrenergic receptor kinase 1 (Homo sapiens), P25098 | FAM-aptamer displacement from GRK2;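 active = inhibition of aptamer binding above 40%, roughly 3 SD of noise, on plates passing a quality check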;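 note: median bead fluorescence of bound FAM aptamer so fluorescent compounds give negative values; no value below 0 was filed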
CIT2 TOR yeast: modulators of CIT2-GFP expression in yeast, primary screen, S. cerevisiae, GFP fusion, multiplex flow cytometry, MLPCN library | S. cerevisiae CIT2-GFP strain, 3 h; 100 means same as DMSO wells | GFP response vs DMSO, % at 10 µM | hit rate 0.065% among 320,000;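 active = GFP response relative to DMSO above a set limit, near the screen mean plus 3 SD, cut at about 150% in these data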;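 note: ratio of well median GFP fluorescence to mean of DMSO wells on the plate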
Bcl-xL primary: inhibitors of human Bcl-xL, primary screen, biochemical, fluorescence polarization, HTS. inhibition, % at 10.9 µM. GST-Bcl-xL / FITC-Bim BH3 peptide fluorescence polarization. hit rate 0.7% among 320,000. AID 2129, 2009. Bcl-2-like protein 1 (Homo sapiens), Q07817;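 active = inhibition above the mean of all tested compounds plus 3 SD, cutoff set per campaign, cut at about 30% in these data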;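 note: 0% = DMSO wells and 100% = unlabeled Bim-BH3 peptide competitor; inhibitors lower millipolarization by displacing the labeled peptide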
MEX-5 binding: MEX-5 zinc finger RNA-binding disruptors – biochemical, C. elegans, fluorescence polarization, MLPCN library, primary screen | AID 1832, 2009 | Zinc finger protein mex-5 (Caenorhabditis elegans), Q9XUB2 | hit rate 0.38% among 300,000 | activity score (negative = inhibition of binding), % at 10 µM | MEX-5/FITC-TCR2 RNA binding; stronger effect = lower value;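 active = inhibition past about -25% in most replicates, and total fluorescence under double the plate's negative control median, limit read from the data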;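 note: 0% = DMSO and -100% = 5 µM competing unlabeled TCR2 RNA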
AGP1-GFP MLPCN: modulators of AGP1-GFP expression in yeast TOR pathway, primary screen, cell-based, multiplex flow cytometry, S. cerevisiae, MLPCN library. 3 h; GFP as percent of DMSO wells. hit rate 0.02% among 320,000. GFP response vs DMSO, % at 10 µM;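 active = GFP response relative to DMSO above a set limit, near screen average plus 3 SD, cut at about 150% in these data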;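 note: median GFP channel fluorescence of the gated AGP1 strain per well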
Starred values were filed as active, the others as inactive. Not a hit list; any-hit rate near 2.1%.

Results for CC1=NN(c2ccc(C(=O)O)c(N)c2)C(=O)C1 ?
MCL1-BIM inh: 20; VLA-4 inh: 0; GLD-1 RNA inh: -2; Yeast superoxide: 111; GRK2 inh: 0; CIT2 TOR yeast: 105; Bcl-xL primary: 21; MEX-5 binding: -39*; AGP1-GFP MLPCN: 96

What do the screens show for `O=C(CSc1ccc2ccccc2n1)Nc1ccc(N2CCOCC2)cc1`?
MCL1-BIM inh: 1; VLA-4 inh: 5; GLD-1 RNA inh: 6; Yeast superoxide: 100; GRK2 inh: 1; CIT2 TOR yeast: 104; Bcl-xL primary: 7; MEX-5 binding: -1.5; AGP1-GFP MLPCN: 103

Results for Cc1cc(NC(=O)CCC(=O)N(Cc2ccccc2)C(C(=O)NC2CCCC2)c2ccc(C)o2)no1 (centres undefined) ?
MCL1-BIM inh: -1; VLA-4 inh: -5; GLD-1 RNA inh: 15; Yeast superoxide: 104; GRK2 inh: 12; CIT2 TOR yeast: 107; Bcl-xL primary: 1; MEX-5 binding: -2.1; AGP1-GFP MLPCN: 106

Results for CC(=O)Nc1ccc(NC(=O)c2cc(-c3cc(C)c(C)cc3O)n[nH]2)cc1 ?
MCL1-BIM inh: -3; VLA-4 inh: 6; GLD-1 RNA inh: -2; Yeast superoxide: 117; GRK2 inh: 0; CIT2 TOR yeast: 99; Bcl-xL primary: 2; MEX-5 binding: -3.1; AGP1-GFP MLPCN: 96

Results for COc1cccc(NC(=O)CSc2nc(N)cc(N)n2)c1 ?
MCL1-BIM inh: 1; VLA-4 inh: 24; GLD-1 RNA inh: 0; Yeast superoxide: 102; GRK2 inh: 2; CIT2 TOR yeast: 96; Bcl-xL primary: 0; MEX-5 binding: -1.4; AGP1-GFP MLPCN: 100

How did CC(C)CN(CC(C)C)S(=O)(=O)N1CCC(C(=O)NCc2ccccn2)CC1 do in these assays?
MCL1-BIM inh: 1; VLA-4 inh: 0; GLD-1 RNA inh: -4; Yeast superoxide: 92; GRK2 inh: 0; CIT2 TOR yeast: 101; Bcl-xL primary: -2; MEX-5 binding: 2.4; AGP1-GFP MLPCN: 107

What do the screens show for `CC(=O)Nc1sc(N/N=C/c2ccccc2)nc1-c1ccc(C)cc1`?
MCL1-BIM inh: 1; VLA-4 inh: 13; GLD-1 RNA inh: 0; Yeast superoxide: 90; GRK2 inh: 0; CIT2 TOR yeast: 97; Bcl-xL primary: 3; MEX-5 binding: 1.0; AGP1-GFP MLPCN: 102

How did Cc1ccccc1NC(=O)COC(=O)c1ccc2nc(C)c(C)nc2c1 do in these assays?
MCL1-BIM inh: -1; VLA-4 inh: 3; GLD-1 RNA inh: 2; Yeast superoxide: 119; GRK2 inh: 0; CIT2 TOR yeast: 96; Bcl-xL primary: 0; AGP1-GFP MLPCN: 103

Results for C=CCn1c(N)cc(=O)nc1SCC(=O)Nc1ccccc1C(N)=O ?
MCL1-BIM inh: 11; VLA-4 inh: -4; GLD-1 RNA inh: 6; Yeast superoxide: 106; GRK2 inh: 0; CIT2 TOR yeast: 96; Bcl-xL primary: 3; MEX-5 binding: 1.8; AGP1-GFP MLPCN: 97

What do the screens show for `CC(C)(C)NC(=O)/C=N/O`?
MCL1-BIM inh: 4; VLA-4 inh: 15; GLD-1 RNA inh: 2; Yeast superoxide: 123; GRK2 inh: 3; CIT2 TOR yeast: 100; Bcl-xL primary: 3; MEX-5 binding: -2.2; AGP1-GFP MLPCN: 99

Results for Cc1ccccc1NC(=O)CCC(=O)OCCCC(F)(F)C(F)(F)F ?
MCL1-BIM inh: -2; VLA-4 inh: -4; GLD-1 RNA inh: 12; Yeast superoxide: 93; GRK2 inh: 0; CIT2 TOR yeast: 108; Bcl-xL primary: 6; MEX-5 binding: -0.9; AGP1-GFP MLPCN: 99

What do the screens show for `CCOC(=O)c1c(NC(=O)C2CCCN(S(=O)(=O)c3ccc(C)cc3)C2)sc2c1CCCC2` (centres undefined)?
MCL1-BIM inh: 10; VLA-4 inh: -5; GLD-1 RNA inh: -4; Yeast superoxide: 92; GRK2 inh: 3; CIT2 TOR yeast: 103; Bcl-xL primary: 8; MEX-5 binding: 0.2; AGP1-GFP MLPCN: 94

How did CC1CCN(CC(=O)NNC(=O)c2cccc(Br)c2)CC1 do in these assays?
MCL1-BIM inh: 2; VLA-4 inh: 14; GLD-1 RNA inh: -1; Yeast superoxide: 97; GRK2 inh: 0; CIT2 TOR yeast: 106; Bcl-xL primary: -4; MEX-5 binding: -0.2; AGP1-GFP MLPCN: 104

What do the screens show for `CCC1CCC/C1=N\NC(=O)c1ccoc1C` (centres undefined)?
VLA-4 inh: -2; Yeast superoxide: 97; GRK2 inh: 0; CIT2 TOR yeast: 92; AGP1-GFP MLPCN: 95

Results for O=C1COc2ccc(C(=O)COC(=O)COc3ccccc3[N+](=O)[O-])cc2N1 ?
MCL1-BIM inh: -3; VLA-4 inh: -5; GLD-1 RNA inh: -5; Yeast superoxide: 102; GRK2 inh: 0; CIT2 TOR yeast: 90; Bcl-xL primary: 2; MEX-5 binding: 1.3; AGP1-GFP MLPCN: 102

How did CC1(C)CC(=O)C(C=NCCN2CCNC2=O)=C(O)C1 do in these assays?
MCL1-BIM inh: 9; VLA-4 inh: 13; GLD-1 RNA inh: 7; Yeast superoxide: 94; GRK2 inh: 3; CIT2 TOR yeast: 105; Bcl-xL primary: 5; MEX-5 binding: -1.0; AGP1-GFP MLPCN: 101

What do the screens show for `COc1c(NC(C)=O)c2ccccc2c2ccccc12`?
MCL1-BIM inh: 3; VLA-4 inh: 0; GLD-1 RNA inh: 0; Yeast superoxide: 82; GRK2 inh: 3; CIT2 TOR yeast: 110; Bcl-xL primary: 4; MEX-5 binding: -0.6; AGP1-GFP MLPCN: 114

Results for Cn1c(=NC(=O)C2CCN(S(=O)(=O)c3cccs3)CC2)sc2ccccc21 ?
MCL1-BIM inh: -3; VLA-4 inh: -14; GLD-1 RNA inh: 0; Yeast superoxide: 99; GRK2 inh: 5; CIT2 TOR yeast: 105; Bcl-xL primary: 4; MEX-5 binding: 0.9; AGP1-GFP MLPCN: 101

How did OC(c1ccc(Cl)cc1Cl)C(Cc1cccnc1)n1cncn1 (centres undefined) do in these assays?
MCL1-BIM inh: 2; VLA-4 inh: 38; GLD-1 RNA inh: 2; Yeast superoxide: 118; GRK2 inh: 0; CIT2 TOR yeast: 108; Bcl-xL primary: 1; MEX-5 binding: 0.2; AGP1-GFP MLPCN: 108

Results for O=C(Nc1cccnc1Cl)c1ccc(Cl)c([N+](=O)[O-])c1 ?
MCL1-BIM inh: 2; VLA-4 inh: 9; GLD-1 RNA inh: -1; Yeast superoxide: 103; GRK2 inh: 5; CIT2 TOR yeast: 95; Bcl-xL primary: 5; MEX-5 binding: -1.5; AGP1-GFP MLPCN: 106

A run of entries of the results above, for reference:
How did Cc1ccccc1NC(=O)COC(=O)c1ccc2nc(C)c(C)nc2c1 do in these assays?
MCL1-BIM inh: -1; VLA-4 inh: 3; GLD-1 RNA inh: 2; Yeast superoxide: 119; GRK2 inh: 0; CIT2 TOR yeast: 96; Bcl-xL primary: 0; AGP1-GFP MLPCN: 103

Results for C=CCn1c(N)cc(=O)nc1SCC(=O)Nc1ccccc1C(N)=O ?
MCL1-BIM inh: 11; VLA-4 inh: -4; GLD-1 RNA inh: 6; Yeast superoxide: 106; GRK2 inh: 0; CIT2 TOR yeast: 96; Bcl-xL primary: 3; MEX-5 binding: 1.8; AGP1-GFP MLPCN: 97

Continued.
What do the screens show for `CCOC(=O)c1ccc(COC(=O)CCc2nc(-c3ccccc3)c(-c3ccccc3)o2)cc1`?
MCL1-BIM inh: 0; VLA-4 inh: 13; GLD-1 RNA inh: 1; Yeast superoxide: 98; GRK2 inh: 1; CIT2 TOR yeast: 90; Bcl-xL primary: 0; MEX-5 binding: 2.6; AGP1-GFP MLPCN: 106

How did CN(C)C(CNC(=O)c1oc2ccccc2c1CSc1ncn[nH]1)c1ccco1 (centres undefined) do in these assays?
MCL1-BIM inh: 0; VLA-4 inh: -2; GLD-1 RNA inh: 1; Yeast superoxide: 95; GRK2 inh: 0; CIT2 TOR yeast: 99; Bcl-xL primary: 7; AGP1-GFP MLPCN: 100

Results for COc1ccc(/C=C2\CCc3ccccc3C2=O)c(OC)c1OC ?
MCL1-BIM inh: -3; VLA-4 inh: -14; GLD-1 RNA inh: 4; Yeast superoxide: 103; GRK2 inh: 0; CIT2 TOR yeast: 80; Bcl-xL primary: 1; MEX-5 binding: 0.3; AGP1-GFP MLPCN: 90

How did O=C1c2ccc3c4c(ccc(c24)C(=O)N1c1cccc(O)c1)C(=O)N(c1cccc(O)c1)C3=O do in these assays?
MCL1-BIM inh: 8; VLA-4 inh: -13; GLD-1 RNA inh: 1; Yeast superoxide: 134; GRK2 inh: 0; CIT2 TOR yeast: 99; Bcl-xL primary: 8; MEX-5 binding: -0.4; AGP1-GFP MLPCN: 97

How did CC1CN(C(=O)CCNC(=O)c2ccc(Br)cc2)CC(C)O1 (centres undefined) do in these assays?
MCL1-BIM inh: 0; VLA-4 inh: 14; GLD-1 RNA inh: 1; Yeast superoxide: 91; GRK2 inh: 0; CIT2 TOR yeast: 98; Bcl-xL primary: 2; MEX-5 binding: -1.3; AGP1-GFP MLPCN: 105

How did CCOc1ccc(CCNC(=O)Cn2ncn3nc(-c4ccc(OC)cc4)cc3c2=O)cc1 do in these assays?
MCL1-BIM inh: 2; VLA-4 inh: -22; GLD-1 RNA inh: 2; Yeast superoxide: 85; GRK2 inh: 1; CIT2 TOR yeast: 103; Bcl-xL primary: 4; MEX-5 binding: -1.9; AGP1-GFP MLPCN: 106

How did Cc1ccc(NC(=S)N(CCN2CCOCC2)Cc2ccccc2F)cc1 do in these assays?
MCL1-BIM inh: 4; VLA-4 inh: 9; GLD-1 RNA inh: 11; Yeast superoxide: 99; GRK2 inh: 0; CIT2 TOR yeast: 104; Bcl-xL primary: 5; MEX-5 binding: 1.8; AGP1-GFP MLPCN: 95

Results for CC1(C)CC(=O)C2=C(C1)Oc1ncn(CCCn3ccnc3)c(=N)c1C2c1ccccc1 (centres undefined) ?
MCL1-BIM inh: 1; VLA-4 inh: -10; GLD-1 RNA inh: -1; Yeast superoxide: 101; GRK2 inh: 1; CIT2 TOR yeast: 108; Bcl-xL primary: 4; MEX-5 binding: 4.8; AGP1-GFP MLPCN: 113

How did Cc1nn(-c2ccccc2)c2c1C(c1cccnc1)N1C=C(S(=O)(=O)N3CCCCC3)C=CC1=N2 (centres undefined) do in these assays?
MCL1-BIM inh: 8; VLA-4 inh: 3; GLD-1 RNA inh: 3; Yeast superoxide: 94; GRK2 inh: 0; CIT2 TOR yeast: 108; Bcl-xL primary: 8; MEX-5 binding: 1.0; AGP1-GFP MLPCN: 110

How did O=C(c1ccco1)N1CCN(S(=O)(=O)c2ccc(Cl)s2)CC1 do in these assays?
MCL1-BIM inh: 1; VLA-4 inh: 10; GLD-1 RNA inh: 8; Yeast superoxide: 107; GRK2 inh: 0; CIT2 TOR yeast: 95; Bcl-xL primary: 1; MEX-5 binding: 2.6; AGP1-GFP MLPCN: 94
